Assay outcomes deposited in PubChem by National Center for Advancing Translational Sciences (NCATS).
Luc counter = Kinase-Glo luciferase inhibition (counter-screen); Q27757; Kinase-Glo luciferase, ATP luminescence, 8 min; Potency, µM (top dose mostly 38.3 µM), for the others: at the top dose activity change, negative = inhibition, hits mostly inhibitors; 200,000 compounds, 0.28% hits; also: % is scaled to controls: 0 for no effect and ±100 for the full control effect; nearly all actives have a fitted effect of over 60% in size
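Compounds were added to a substrate mix at pH 7.2 (50 mM imidazole, 10 uM ATP, within the enzyme's linear range), followed by Kinase-Glo detection reagent; luminescence was measured after 8 minutes at ambient temperature.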
LMNA splice mod = LMNA splicing modulation; 200,000 compounds, 0.01% hits; Potency, µM (highest dose often 46.1 µM), without a hit: at the top dose ratio change, negative = inhibition, usual class: inhibitors; HeLa LMNA splicing GFP/RFP minigene ratio, 48 h; AID 1487; active = well fitted inhibition curve with a large enough effect in the signal ratio, with a control signal flat, not every such curve was filed as active; inconclusive = small, poorly fitted or top-dose-only effect, or effect the other way, or a change in a side signal; the % refers to the signal ratio; also: % is scaled to controls: 0 for no effect and ±100 for the full control effect
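Read-out is the ratio of GFP to DsRed2 object intensity, acquired by 488 nm laser-scanning cytometry on HeLa lamin A-EGFP minigene reporter cells. Compound incubation 48 hrs at 37 °C in Opti-MEM with 2% FBS; DMSO 0.5% final.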
SMN2 splice enh = enhancers of SMN2 splice variant expression. HEK293 SMN2-luciferase splicing reporter, luminescence, 30-36 h. Potency, µM (highest dose often 46.1 µM), for the others: top-dose activity change, positive = activation, actives largely listed as activators. 210,000 compounds, 2.8% hits; also: % of control where 0% means no effect; nearly all actives have a fitted effect of over 55% in size
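HEK293 cells carry an SMN2 minigene-luciferase reporter in which exon 7 inclusion puts luciferase in frame. Cells were seeded at 2000 cells/well, attached for 10-12 hours, then exposed to compounds for 30-36 hours at 37C before ONE-Glo luminescence.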
RECQ1 helicase = blocks DNA unwinding by human RECQ1; 240,000 compounds, 0.54% hits; Potency, µM (highest dose often 57.3 µM), without a hit: at the highest dose activity, negative = inhibition, usual class: inhibitors; RECQ1 DNA unwinding, red fluorescence kinetic read; P46063; AID 2549;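 also: plate controls were vehicle for no effect and no enzyme for full effect; nearly all actives have a fitted effect of over 30% in size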
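RECQ1T1 50 nM; forked duplex (20 bp + 30-nt ss tails) 200 nM, ATP 2 mM final; pH 8.0, 2 mM MgCl2, 2.5 ug/ml poly(dI-dC); 15 min compound preincubation; discontinuous kinetic read over 2 h at RT.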
ALDH1A1 block = ALDH1A1 (human) enzyme inhibition | P00352 | AID 1030 | Purified ALDH1A1, NADH fluorescence, propionaldehyde substrate | 220,000 compounds, 7.3% hits | Potency, µM (series often up to 75.3 µM), inactives show top-dose activity, negative = inhibition, most hits filed as inhibitors; active = well fitted inhibition curve with a large enough effect, not every such curve was filed as active; inconclusive = small, poorly fitted or top-dose-only effect, or another doubt; inactive = no such curve, though single readings can be large or run the other way;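 also: plate controls were no enzyme wells and a reference inhibitor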
Target sequence (P00352 whole entry, looked up): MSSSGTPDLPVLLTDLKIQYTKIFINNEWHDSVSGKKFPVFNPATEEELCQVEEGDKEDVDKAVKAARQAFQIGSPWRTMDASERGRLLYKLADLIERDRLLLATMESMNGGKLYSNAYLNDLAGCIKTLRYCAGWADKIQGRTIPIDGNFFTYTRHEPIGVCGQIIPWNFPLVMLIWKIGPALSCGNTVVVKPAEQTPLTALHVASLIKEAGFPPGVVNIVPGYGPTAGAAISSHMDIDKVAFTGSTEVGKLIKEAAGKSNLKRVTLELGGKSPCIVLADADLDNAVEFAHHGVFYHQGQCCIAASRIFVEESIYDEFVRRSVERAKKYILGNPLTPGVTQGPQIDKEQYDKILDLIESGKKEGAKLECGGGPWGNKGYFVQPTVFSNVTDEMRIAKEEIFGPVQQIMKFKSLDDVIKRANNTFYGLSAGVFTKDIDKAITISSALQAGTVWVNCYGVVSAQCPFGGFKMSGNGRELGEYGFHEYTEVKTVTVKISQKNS
Tau ThT inhib = tau fibrillization inhibition (ThT binding). P10636. recombinant tau K18 P301L (four-repeat tau fragment), heparin-induced fibrillization, ThT fluorescence. Potency, µM (top dose mostly 57.4 µM), for the others: top-dose activity, negative = inhibition, usual class: inhibitors. 270,000 compounds, 2.1% hits; also: % is scaled to controls: 0 for no effect and ±100 for the full control effect; nearly all actives have a fitted effect of over 55% in size
Target sequence (P10636 561-689 P618L limits assumed): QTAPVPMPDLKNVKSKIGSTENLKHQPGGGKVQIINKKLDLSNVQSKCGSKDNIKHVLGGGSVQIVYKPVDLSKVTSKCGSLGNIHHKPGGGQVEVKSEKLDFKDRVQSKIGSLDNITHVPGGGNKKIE
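In this qHTS, human K18 P301L tau is incubated with compound and heparin for 6 hr at 37 C, and Thioflavin T fluorescence then reports fibril load.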
L3MBTL1 block = L3MBTL1 (human) inhibition; Potency, µM (series often up to 57.1 µM), for inactives: at the highest dose activity, negative = inhibition, most hits filed as inhibitors; 230,000 compounds, 0.66% hits; AlphaScreen L3MBTL1–H3K9me1 peptide binding; also: % is scaled to controls: 0 for no effect and ±100 for the full control effect; nearly all actives have a fitted effect of over 60% in size
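AlphaScreen proximity signal between nickel-chelate acceptor and streptavidin donor beads (final 10 ug/mL) reports binding of 50 nM L3MBTL1 to 75 nM biotin-H3 K9me1 peptide; complex incubated with compounds 30 min at room temperature; cefsulodin titration as control.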
KDM4E inh = blocks human JMJD2E demethylase activity. B2RXH2. JMJD2E catalytic domain, FDH-coupled NADH fluorescence (FDH is formaldehyde dehydrogenase). Potency, µM (doses to about 57.1 µM), without a hit: at the highest dose activity change, negative = inhibition, hits mostly inhibitors. 230,000 compounds, 1.6% hits; active = well fitted inhibition curve with a large enough effect, not every such curve was filed as active; inconclusive = small, poorly fitted or top-dose-only effect, or another doubt; inactive = no such curve, though single readings can be large or run the other way;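 also: 0% = wells with enzyme and -100% = buffer wells without enzyme; nearly all actives have a fitted effect of over 50% in size; many of its hits are not listed in these tables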
Target sequence (B2RXH2 1-337 limits assumed): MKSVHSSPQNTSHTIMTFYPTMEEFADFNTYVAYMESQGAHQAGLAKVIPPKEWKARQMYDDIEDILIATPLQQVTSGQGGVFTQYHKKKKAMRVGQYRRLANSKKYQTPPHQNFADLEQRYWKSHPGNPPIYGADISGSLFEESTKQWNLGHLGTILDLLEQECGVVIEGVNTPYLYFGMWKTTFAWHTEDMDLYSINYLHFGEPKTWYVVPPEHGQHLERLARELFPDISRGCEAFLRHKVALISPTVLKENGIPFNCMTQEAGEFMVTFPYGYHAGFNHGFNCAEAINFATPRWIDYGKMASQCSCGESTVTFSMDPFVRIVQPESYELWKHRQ
The depositor's hits bear a star; i = inactive; u = inconclusive; x = not tested or not shown; [ ] = dose if it differs, or a comment. Unless noted, calls follow the shape of the dose curve; as a rule, active = well fitted curve in the direction sought with a large enough effect; inconclusive = small, poorly fitted or top-dose-only effect, or another doubt; inactive = no such curve, though single readings can be large; an effect the other way counts as inactive or inconclusive. Potency is read from the fitted curve at half-maximal effect.

SMILES	Luc counter	LMNA splice mod	SMN2 splice enh	RECQ1 helicase	ALDH1A1 block	Tau ThT inhib	L3MBTL1 block	KDM4E inh
CC(C)(C)C1=Nn2c(nnc2-c2n[nH]c3c2CCC3)SC1	-3%	4%	-13%	-4%	u	0%	4%	-29%
CSc1ccccc1NC(=O)Nc1ccccc1Cl	x	x	x	-15%	x	-9%	9%	-5%
O=C(Nc1ccccc1)N(O)c1ccc(Cl)cc1	-5%	-1%	u	i	1µM*	25µM*	-1%	-4%
CC(C)OP(=O)(OC(C)C)C(O)c1ccc2c(c1)OCO2 (configuration not stated)	2%	-14%	10%	i	10%	3%	1%	1%
CCOC(=O)CCc1c(C)c(C#N)c2[nH]c3ccccc3n2c1=O	2%	-12%	x	-9%	u	u	x	u
CCOc1ccccc1C1N(c2ccc(F)cc2)C(=O)C2CCCN21 (configuration not stated)	-1%	1%	u	i	1%	3%	-1%	-3%
COc1ccc(CCNc2cc(N3CCN(C(=O)c4ccccc4F)CC3)ccc2[N+](=O)[O-])cc1OC	-1%	9%	-44%[inhibitor]	-7%	2.5µM*	u	1%	10%
CCc1ccc(N(C(C)=O)c2nc(CCl)cs2)cc1	-1%	0%[46 µM]	5%	i	-5%	-4%	4%	-5%
Nc1cc(=O)nc(SCC(=O)Nc2ccccc2)n1-c1ccccc1	6%	-3%	10%	0%	5%	-4%	12%	7%
O=C(O)CCCn1cc(NC(=O)c2ccc(Br)o2)cn1	-1%	-4%[46 µM]	0%	6%	u	-16%	0%[11.4 µM]	-18%
COc1ccc(OC)c(S(=O)(=O)N2CCC(C(=O)N3CCc4ccccc4C3)CC2)c1	5%	-16%	4%	-14%	u	-3%	-4%	1%
Nc1c(-c2ccccn2)cnn1-c1nc(-c2ccc(F)cc2)cs1	-3%	u	-2%	-2%	8%	u	9%	-3%
Nc1ccc2oc3ccccc3c2c1	1%	-13%	11µM*	-1%	u	u	10%	u
Cc1ccccc1C(=O)NNC1CC(=O)N(c2ccc3c(c2)OCCO3)C1=O (configuration not stated)	-4%	-6%	10%	-14%	-5%	6%	-6%	-4%
C=CCNC(=O)C1CC(=O)N(c2ccc(C)cc2)C1 (configuration not stated)	-1%	-11%	-2%	-8%	u	-4%	x	-9%
CCC/S(CC1CC1(Cl)Cl)=N\S(=O)(=O)c1ccc(C)cc1 (configuration not stated)	-5%	-11%	18%	i	u	-2%	x	0%
CCCn1c(-c2cc(OC)c(OC)c(OC)c2)nc2nc3ccccc3nc21	-2%	2%	u	-4%	-6%	-12%	7%	u
COc1ccccc1N=C(C)C1=C(O)CC(c2ccccc2)CC1=O (configuration not stated)	2%	17%[46 µM]	-32%[inhibitor]	i	u	0%	-2%	-7%
Cc1[nH]nc2c1C(c1ccccc1F)NC2=O (configuration not stated)	1%	1%	1%	-1%	3%	-6%	8%	9%
COCc1nnc(NC(=O)c2ccc(S(=O)(=O)N(C)C3CCCCC3)cc2)o1	0%	u	-64%[inhibitor]	0%	8%	-7%	5%	u

Results in LMNA splice mod, L3MBTL1 block and Tau ThT inhib, for 6 of the compounds above:
smiles	LMNA splice mod	L3MBTL1 block	Tau ThT inhib
CCOc1ccccc1C1N(c2ccc(F)cc2)C(=O)C2CCCN21 (configuration not stated)	1%	-1%	3%
COc1ccccc1N=C(C)C1=C(O)CC(c2ccccc2)CC1=O (configuration not stated)	17%[46 µM]	-2%	0%
Nc1ccc2oc3ccccc3c2c1	-13%	10%	u
O=C(O)CCCn1cc(NC(=O)c2ccc(Br)o2)cn1	-4%[46 µM]	0%[11.4 µM]	-16%
CCc1ccc(N(C(C)=O)c2nc(CCl)cs2)cc1	0%[46 µM]	4%	-4%
Cc1[nH]nc2c1C(c1ccccc1F)NC2=O (configuration not stated)	1%	8%	-6%

(more compounds)
SMILES	Luc counter	LMNA splice mod	SMN2 splice enh	RECQ1 helicase	ALDH1A1 block	Tau ThT inhib	L3MBTL1 block	KDM4E inh
O=C(CNC(=O)c1ccncc1)N/N=C/c1cc(Br)ccc1OCc1ccccc1	x	x	x	-6%	x	-26%	-23%	-25%
CSc1nncc(-c2ccc(F)cc2)n1	0%	6%	-24%	7%	u	2%	u	-5%
COc1ccc(COC(=O)NNC(=O)c2ccc(OC)cc2)cc1	1%	-8%	-5%	-1%	u	-5%	6%	8%
COC(=O)c1c(NC(=O)CN2CCC3(O)CCCCC3C2c2ccccc2OC)sc(C)c1C (configuration not stated)	2%	u	-23%	2%	u	19%	-6%	0%
CCCCOc1ccc(-c2nnn(C(C)(C)C(=O)OC)n2)cc1	1%	-10%	9%	-8%	1%	-6%	47%[activator]	4%
O=C(Nc1nnc(Cc2ccccc2)s1)c1cccnc1	-1%	u	x	17%	-4%	-7%	7%	-3%
CCOC(=O)/C(C#N)=C/c1cc2ccccc2nc1Cl	0%	8%	-2%	6%	-12%	-14%	-3%	-1%
CC(C)(C)Sc1nc(O)cc(=O)[nH]1	-1%	3%	1%	-12%	-2%	-11%	12%	1%
Cc1ccccc1-c1nc(CN2CCSCC2)c(C)o1	-1%	6%[46 µM]	x	-9%	1%	-8%	-14%	8%
CC1CCc2c(sc(NC(=O)COC(=O)c3ccccc3NCc3ccco3)c2C#N)C1 (configuration not stated)	-5%	-2%	-3%	i	u	-7%	x	u
O=C(CCC1CCCC1)N1CCN(C2CCCC2)CC1	1%	-4%	22%	9%	-18%	-7%	x	-21%
O=C(COc1ccc(-c2nnc(N3CCCCC3)c3ccccc23)cc1)N1CCCCC1	2%	u	-43%[inhibitor]	-2%	6%	-14%	3%	3%
COc1cccc(CN2CCN(Cc3c(C)nn(C(C)C)c3C)CC2CCO)c1 (configuration not stated)	-5%	x	-16%	-4%	-2%	2%	-7%	-6%
O=C(O)CCCC(=O)NNC(=O)c1cccc(Br)c1	1%	-8%[46 µM]	-3%	2%	1%	0%	2%	8%
Cc1cc(OCc2nn[nH]n2)c2c(-c3ccccc3)cc(=O)oc2c1	17%	-2%	1%	-3%	u	-6%	-1%	u
Cc1ccc(N/N=C(\C#N)C(=N)N2CCCCCC2)cc1	-1%	x	2.2µM*	-11%	u	u	x	5%
Cc1ccc(NC(=O)CN2CCCCC2)c2c1CC(C)(C)O2	x	x	x	i	-6%	6%	-5%	0%
COc1cccc(NC(=O)COC(=O)c2cc(S(=O)(=O)N3CCOCC3)ccc2C)c1	2%	-9%	4%	i	-2%	-11%	x	4%
CCCNC(=O)Nc1cccc(NC(C)=O)c1	x	x	x	-8%	x	-7%	11%	4%
Cc1cc(NC(=O)COC(=O)c2ccco2)no1	0%	u	-4%	i	3%	2%	-9%	14%

Structures above that bear a hit mark in Tau ThT inhib.
mol	LMNA splice mod	RECQ1 helicase	ALDH1A1 block	Tau ThT inhib	L3MBTL1 block	KDM4E inh
O=C(Nc1ccccc1)N(O)c1ccc(Cl)cc1	-1%	i	1µM*	25µM*	-1%	-4%

Later entries
SMILES	Luc counter	LMNA splice mod	SMN2 splice enh	RECQ1 helicase	ALDH1A1 block	Tau ThT inhib	L3MBTL1 block	KDM4E inh
Cc1nnc(SCC(=O)NCC2CCCCC2)n(N)c1=O	-2%	10%	-3%	i	4%	1%	6%	0%
COc1ccccc1CNc1ncncc1-c1ccc(N(C)C)cc1	-1%	u	-12%	-10%	u	-21%	x	u
O=C(c1cc2c(s1)CCCC2)N1CCN(Cc2ccc3c(c2)OCO3)CC1	17%	u	-16%	-6%	14µM*	u	-3%	-9%
COc1ccccc1OCc1ccc(C(=O)NCC(C)C)o1	0%	x	-2%	-1%	6%	-6%	6%	-2%
CCOc1c(Cl)cc(/C=N/O)cc1OC	-2%	17%	11%	1%	9%	-8%	x	0%
CC1CCCCC12NC(=O)N(CC(=O)c1ccc[nH]1)C2=O (configuration not stated)	-3%	3%	19%	i	14%	u	x	-2%
CCCC(=O)Nc1nc2ccc(S(=O)(=O)N3CCCCC3)cc2s1	-3%	u	-1%	-12%	4%	-2%	u	-5%
CCOC(=O)c1[nH]c2ccc(OC)cc2c1NC(=S)N1CCN(c2ccccc2)CC1	2%	-14%	-15%	-9%	25µM*	2%	11%	-1%
Cc1cccc(-c2nnc3n2N=C(c2ccccc2Br)CS3)c1	0%	u	-42%[inhibitor]	4%	u	-3%	-11%	2%
O=c1[nH]c(Cc2ccc(F)cc2)nc2scc(-c3ccc(F)cc3)c12	3%	u	-27%	i	32µM*	-5%	11%	7%
O=C(/C=C/c1ccccc1)NC(=S)N1CCSCC1	0%	x	x	-4%	4%	-11%	11%	u
O=C(Cn1cnc2c(oc3ccccc32)c1=O)NCc1ccco1	-2%	2%	4%	u	8%	-2%	5%	10%
Cc1ccc2cc(C3CC(c4ccco4)=NN3C(=O)CCCC(=O)O)c(Cl)nc2c1 (configuration not stated)	x	x	x	i	x	-5%	9%	5%
CCOC(=O)Cn1c(=NC(=O)c2cc(-c3cccs3)nc3ccccc23)sc2cc(S(N)(=O)=O)ccc21	-3%	0%	-19%	-9%	u	-10%	7%	u
O=C(COc1ccccc1Cl)Nc1cc(Cl)ccc1O	-6%	0%[46 µM]	9%	i	2%	2%	3%	9%
CCOC(=O)c1ccc(S(=O)(=O)Nc2ccccc2-c2nnn(CC)n2)cc1	-3%	4%	-32%[inhibitor]	-11%	-17%	2%	14%	4%
CC(=O)Nc1nnc(Cc2ccccc2)s1	7%	7%	-3%	i	1%	2%	-2%	1%
COCC(=O)N1CCC[C@@]2(CCN(C(=O)Nc3ccccc3)C2)C1	0%	x	9%	-10%	5%	x	x	x
Cc1cc(NC(=O)/C(C#N)=C/c2ccc(-c3cccc(C(F)(F)F)c3)o2)n(-c2ccccc2)n1	-2%	-4%	-3%	-12%	-3%	u	6%	-1%
Cc1nnc(SCCn2c(N3CCN(C)CC3)nc3c2c(=O)n(C)c(=O)n3C)s1	1%	4%	11%	i	9%	-2%	x	-1%
CCCCN1C(=O)N(c2nnc(C(C)(C)C)s2)C(O)C1c1ccc(C)cc1 (configuration not stated)	x	x	x	-22%	u	u	-7%	-6%
CC(C)n1nnnc1SCC(=O)N1CCN(C(=O)c2ccco2)CC1	-2%	-10%	-30%	-9%	25µM*	-7%	3%	11%

The list is partial (hit frequency here may not be typical).
